# RORa activator = activators of human nuclear receptor RORA; P35398; CHO-K1 Gal4-RORA LBD luciferase reporter, luminescence; percent increase over mock-subtracted basal signal; activation, % at 10 µM; 65,000 tested, 1.5% active; AID 560;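 active means activation above the mean of all tested compounds plus 3 SD, cut at about 49% in these data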;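 further: 0% = DMSO-treated RORA cells and 100% = added signal equal to DMSO minus mock-transfected cells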
# Target sequence (P35398 whole entry, looked up, the tested form may be a part): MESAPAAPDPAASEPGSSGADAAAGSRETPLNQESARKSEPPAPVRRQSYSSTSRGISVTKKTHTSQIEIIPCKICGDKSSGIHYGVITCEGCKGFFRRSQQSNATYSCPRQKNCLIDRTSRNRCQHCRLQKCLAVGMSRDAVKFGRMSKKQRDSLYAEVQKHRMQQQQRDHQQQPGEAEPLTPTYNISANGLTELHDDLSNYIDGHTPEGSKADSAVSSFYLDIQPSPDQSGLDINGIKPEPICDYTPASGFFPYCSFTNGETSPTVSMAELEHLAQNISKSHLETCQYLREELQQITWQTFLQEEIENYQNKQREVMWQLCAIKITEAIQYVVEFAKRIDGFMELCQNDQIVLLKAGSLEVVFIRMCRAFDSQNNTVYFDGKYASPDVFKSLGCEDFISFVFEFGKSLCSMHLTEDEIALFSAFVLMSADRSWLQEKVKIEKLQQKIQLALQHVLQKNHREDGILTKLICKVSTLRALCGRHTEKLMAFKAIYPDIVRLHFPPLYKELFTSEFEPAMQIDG
# SF-1 act = SF-1 (human) activation; activation, % at 10 µM; Q13285; CHO-K1 Gal4-SF-1 LBD luciferase reporter; % increase over DMSO SF-1-specific signal; 65,000 tested, 1.9% active; AID 522;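 active means activation above the mean activation of all tested compounds plus 3 SD, cut at about 50% in these data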
#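 Assay system – CHO-K1 cells with Gal4–hSF-1 LBD chimera plus Gal4-driven luciferase · Quantity – 4,000 cells per well · Times – compound added 1 h post-seeding, 20 h exposure at 37 °C, 5% CO2 · Measured by – luciferase light emission · Benchmarks – DMSO and mock-transfected background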
# 5HT1E antag = 5-HT1E (human) receptor antagonism; P28566; CHO 5-HT1E Ga15 NFAT-bla reporter, FRET, antagonist; inhibition, % at 6 µM; 65,000 tested, 0.99% active; AID 571;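 active means inhibition above a set limit, the mean inhibition across every tested compound plus 3 SD, cut at about 29% in these data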;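 further: signal is the 460 over 535 nm emission ratio of beta-lactamase substrate; 0% = agonist plus DMSO wells and 100% = wells without agonist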
# S1P3 agonist = agonists of human S1P3 receptor; 60,000 tested, 0.1% active; activation, % at 4.5 µM; S1P3 NFAT-BLA reporter cells, agonism, FRET ratio; relative to 1 µM S1P, basal subtracted;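 active means activation above the screen-wide mean plus 3 SD, cut at about 4.5% in these data, passing the limit was not always enough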; further: some compounds called inactive have numbers as strong as hits
#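 Measure – % activation relative to 1 µM S1P (100%), per plate · System – stable CHO line with human S1P3, Gα16, NFAT-BLA reporter · Timing – cells plated overnight, compound 4 h 37 °C, substrate 2 h RT · Technique – fluorescent BLA substrate, ex 405 nm, em 460/535 nm ratio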
# 5HT1E ag = agonists of human 5-HT1E serotonin receptor; AID 574; P28566; 65,000 tested, 0.69% active; CHO 5-HT1E Ga15 NFAT-bla reporter, FRET; 0% DMSO wells, 100% control agonist wells; activation, % at 6 µM;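 active means activation above a set limit, the screen-wide mean activation plus 3 SD, cut at about 8.5% in these data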;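 further: 100% = positive control agonist at 1 µM giving full maximal response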
# 5-HT1A blocker = 5-HT1a (human) receptor antagonism. P08908. CHO 5-HT1a Ga15 NFAT-bla reporter, antagonist mode. inhibition, % at 10 µM. 62,000 tested, 0.68% active. AID 612;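 active means inhibition above the mean of all tested compounds plus 3 SD, cut at about 43% in these data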;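 further: receptor stimulated by 5-CT agonist at 100 nM near EC80; beta-lactamase reporter measured by ratiometric fluorescence of a cleavable substrate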
# Target sequence (P08908 whole entry, looked up): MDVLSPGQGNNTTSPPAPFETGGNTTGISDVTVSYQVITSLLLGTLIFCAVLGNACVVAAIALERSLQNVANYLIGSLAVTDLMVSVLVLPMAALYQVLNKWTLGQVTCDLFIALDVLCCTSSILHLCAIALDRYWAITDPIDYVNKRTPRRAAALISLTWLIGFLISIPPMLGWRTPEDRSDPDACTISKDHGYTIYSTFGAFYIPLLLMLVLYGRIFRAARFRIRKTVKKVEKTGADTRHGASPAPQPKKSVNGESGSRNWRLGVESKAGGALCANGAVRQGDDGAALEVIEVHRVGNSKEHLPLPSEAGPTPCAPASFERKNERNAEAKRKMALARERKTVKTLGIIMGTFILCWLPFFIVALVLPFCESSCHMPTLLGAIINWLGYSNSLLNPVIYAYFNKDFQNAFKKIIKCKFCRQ
# Ecoli tolC = E. coli tolC mutant growth inhibition | E. coli BW25113 tolC mutant growth, OD615 | growth inhibition, % at 10 µM (by protocol) | 65,000 tested, 2.2% active | AID 573;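 active means growth inhibition at or above a cutoff equal to the mean over every tested compound plus 3 SD, cut at about 60% in these data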;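 further: growth measured after 20 h incubation at 37 °C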
#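 Doses: one dose of 10 µM final / Material: E. coli BW25113 ΔtolC::kan, tolC deletion mutant strain / Buffer or medium: LB with kanamycin 50 µg/mL / Evaluation: percent growth inhibition / Detection: optical density read at 615 nm / Incubation: 37 °C, 20 h exposure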
# AP ELISA ortho = orthogonal test for alternative complement pathway inhibitors. inhibition, % at 5 µM. Human serum alternative complement pathway, LPS-coated ELISA, C3 deposition; tested in compound mixtures. AID 1235. 62,000 tested, 0.08% active;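 active means inhibition above 30% in each of the two pooled mixtures holding the compound, so the lower value exceeds 30%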;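 further: 0% = serum in Mg-EGTA without compound and 100% = EDTA serum blank; some compounds past the cut are filed as inactive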
#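 Assay system: human serum alternative complement pathway, C3 deposition on LPS-coated wells; Dosing: 5 µM per compound in ten-compound mixtures; Detection: Anti-C3 ELISA, OD 450 nm; Buffer or medium: Mg2+-EGTA GVB++ buffer containing human serum at 1:15 dilution; Timing: 1 h at 37 °C; Replication: two different pools per compound.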
# S1P1 ag-PAM = activates or potentiates agonism at human S1P1 receptor | P21453 | S1P1 CRE-bla cells, forskolin, beta-lactamase FRET, potentiator mode; S1P1 agonist co-added at EC20, 2 nM; 100% = saturating reference agonist, 0% = basal | activation, % at 9.5 µM | 56,000 tested, 0.57% active | AID 449;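 active means activation above a cutoff set at the mean activation of all tested compounds plus 3 SD, cut at about 54% in these data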;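 further: forskolin at 4 µM as EC80 and the EC20 agonist is SEW2871; 100% = SEW2871 at its EC100 plus forskolin at EC80; some compounds past the cut are filed as inactive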
# Numbers without * were called inactive; nt = no result given.
entry	compound	RORa activator	SF-1 act	5HT1E antag	S1P3 agonist	5HT1E ag
1	COC(=O)[C@H](C)NC(=O)NCc1ccco1	2	11	-12	-1.6	0.8
2	CCn1c(SCC(=O)Nc2ccc3c(c2)OCCO3)nnc1-c1ccco1	-16	-5	-8	-0.9	-1.0
3	COc1cc(C(=O)Nc2cc(C)c(OCC(=O)N3CCOCC3)c(C)c2)cc(OC)c1OC	4	4	-2	-0.7	0.1
4	CSCCC(NC(=O)C1CCC(C)CC1)C(=O)O (centres undefined)	-13	-3	7	-0.5	-1.3
5	CCN=C1SC(CC(=O)NC(N)=O)C(=O)N1CC (centres undefined)	-12	-5	1	nt	-0.5
6	CN(Cc1ccccc1)c1ncnc2c1cnn2-c1ccccc1	43	23	-8	nt	1.0
7	C=CCc1cc(/C=N/n2cnnc2)cc(OCC)c1O	2	1	6	-0.4	-0.8
8	CCCCc1ccc(-c2ccc(C)cc2O)nc1	16	15	4	-0.9	-0.1
9	COc1cccc(C2CC(c3ccc(F)cc3)Nc3nc(N)nn32)c1 (centres undefined)	-9	2	4	-0.7	-0.6
10	COC(=O)CSc1nnc(-c2ccncc2)n1N	-9	0	-1	nt	0.2
11	Cc1ccc(NC(=O)NC(=O)CN2C(=O)NC3(CCc4ccccc43)C2=O)c(C)c1 (centres undefined)	13	4	-10	-0.2	0.5
12	COc1nc(-c2ccccc2)ccc1-c1noc(-c2cccs2)n1	48	49	-8	-0.2	0.6
13	COC(=O)c1cc(NCc2ccc3c(c2)OCO3)ccc1N1CCOCC1	-8	-12	3	-0.9	-0.7
14	Cc1cc(NC(=O)c2cc(-c3ccco3)on2)no1	-16	0	4	-0.4	-0.3
15	COc1ccc(OCCCON2C(=O)c3ccccc3C2=O)cc1	-11	-12	-1	0.0	-0.6

entry	5-HT1A blocker	Ecoli tolC	AP ELISA ortho	S1P1 ag-PAM
1	-4	-7	-9	-6
2	-5	-8	16	nt
3	8	-10	-14	-31
4	-8	-6	8	-10
5	-3	-6	14	nt
6	3	92*	13	nt
7	-12	2	10	-15
8	-10	29	19	-2
9	9	4	21	-8
10	-2	-9	4	nt
11	3	31	-9	-14
12	-3	-17	nt	-31
13	-9	nt	17	44
14	15	-27	13	-41
15	-3	-9	18	-7

# As entered above.
# COc1nc(-c2ccccc2)ccc1-c1noc(-c2cccs2)n1 in SF-1 act: 49
# COc1ccc(OCCCON2C(=O)c3ccccc3C2=O)cc1 in SF-1 act: -12
# CCn1c(SCC(=O)Nc2ccc3c(c2)OCCO3)nnc1-c1ccco1 in SF-1 act: -5

# Next section.
entry	compound	RORa activator	SF-1 act	5HT1E antag	S1P3 agonist	5HT1E ag
16	Cn1cccc1Cc1nnc(SCC(=O)Nc2ccc3c(c2)OCCO3)n1CCc1ccccc1	8	-6	2	-0.5	0.2
17	C=CCOC(=O)COc1ccc2c(C)c(CC)c(=O)oc2c1	14	-8	0	-0.4	-0.6
18	COc1ccc(CCN2C(=O)c3[nH]nc(-c4ccccc4O)c3C2c2ccccc2)cc1OC (centres undefined)	21	22	6	-1.0	0.9
19	COc1c(C)cccc1C(=O)Nc1cc(Cl)ccc1N1CCOCC1	-15	-11	1	-0.8	-0.2
20	Cc1cc(NS(=O)(=O)c2ccc(NC(=O)Nc3ccccc3)cc2)no1	7	6	0	-0.3	-0.5
21	Nc1ccc2ncccc2c1N	8	24	12	-2.0	-0.6
22	O=C(c1cccn2c(=O)c3ccccc3nc12)N1CCN(c2ccccn2)CC1	3	-5	-7	nt	0.6
23	CCOC(=O)N1CCC(NC(=O)c2cc(C(=O)Nc3ccc(OC)c(OC)c3)ccc2CO)CC1	-9	17	9	-1.0	-0.8
24	CCOC(=O)C1CCCN(Cc2nc(N)nc(Nc3ccc(C)cc3)n2)C1 (centres undefined)	-3	18	-5	0.2	-0.4
25	CCc1c(C)sc(NC(=O)CC#N)c1C#N	-2	-18	8	-1.7	-0.1
26	O=C(CSc1nc2nc(-c3cccs3)cc(C(F)(F)F)c2c(=O)[nH]1)NCc1ccco1	-21	5	9	-0.6	0.3
27	Cn1c(=O)c2c(nc(CN3CCOCC3)n2CC(=O)c2ccccc2)n(C)c1=O	-10	-4	6	-0.3	-1.1
28	Cc1cc2ccccc2n1CCNC(=O)c1ccc(S(=O)(=O)N2CCOCC2)cc1	24	7	-17	-0.3	0.7
29	COc1ccc(CSc2nnnn2Cc2ccccc2)cc1OC	-12	-14	-3	-1.5	0.1
30	Cc1oc(-c2ccccc2)[n+]([O-])c1C	-25	-5	17	0.0	-0.6

entry	5-HT1A blocker	Ecoli tolC	AP ELISA ortho	S1P1 ag-PAM
16	20	10	6	-5
17	-4	21	11	nt
18	35	-7	26	-2
19	27	57	6	-16
20	6	9	-1	-9
21	nt	10	nt	-46
22	4	-3	1	nt
23	4	-10	-4	-8
24	4	1	5	nt
25	7	6	-7	3
26	-16	91*	18	-10
27	11	-26	nt	-14
28	-11	-7	3	-47
29	7	12	9	5
30	-10	-6	19	-7

# Grouped by structure, the entries above with a halogen (3)
entry	compound	RORa activator	SF-1 act	5HT1E antag	S1P3 agonist	5HT1E ag
9	COc1cccc(C2CC(c3ccc(F)cc3)Nc3nc(N)nn32)c1 (centres undefined)	-9	2	4	-0.7	-0.6
19	COc1c(C)cccc1C(=O)Nc1cc(Cl)ccc1N1CCOCC1	-15	-11	1	-0.8	-0.2
26	O=C(CSc1nc2nc(-c3cccs3)cc(C(F)(F)F)c2c(=O)[nH]1)NCc1ccco1	-21	5	9	-0.6	0.3

entry	5-HT1A blocker	Ecoli tolC	AP ELISA ortho	S1P1 ag-PAM
9	9	4	21	-8
19	27	57	6	-16
26	-16	91*	18	-10

# New compounds follow:
entry	compound	RORa activator	SF-1 act	5HT1E antag	S1P3 agonist	5HT1E ag
31	Cc1[nH]n2c(=O)cc(Cc3ccccc3)nc2c1C#N	4	3	-3	-0.5	-0.8
32	O=C(CCSc1ccccc1)N1CCN(C(=O)c2ccco2)CC1	16	10	-5	-0.7	0.6
33	CCCCC1(C(=O)OCC)CC(CN2CCOCC2)OC1=O (centres undefined)	1	0	0	-3.3	0.0
34	COCCOC(=O)C1=C(C)NC(=O)NC1c1c(OC)ncnc1OC (centres undefined)	-13	1	-11	0.8	0.8
35	CS(=O)(=O)N(Cc1ccco1)Cc1ccccc1Cl	-1	-8	5	-0.9	-1.1
36	COc1cc(C)c2occ(/C(C)=N\O)c2c1	-4	-7	-2	-1.1	-1.3
37	Cc1ccc(NC(=O)CC2C(=O)NC3CCCCC3N2C(=O)c2ccc(F)cc2)cc1C (centres undefined)	-11	-2	3	0.4	0.7
38	CCn1c(=O)c(C(C)=O)nc2ccccc21	-13	-14	21	1.3	0.2
39	Cc1sc2ncnc(NCCCO)c2c1C	2	6	-10	-1.0	0.9
40	N#Cc1c(NC(=O)CN2CCN(C(=O)c3ccco3)CC2)sc2c1CCCCC2	-26	-12	-20	-1.1	4.3
41	COc1ccc2cc(CN(CCO)C(=O)c3ccccc3F)c(=O)[nH]c2c1	-9	-15	2	nt	-0.2
42	COc1ccc2[nH]c3c(NCCN(C(C)C)C(C)C)ncnc3c2c1	-8	5	-4	-0.9	1.6
43	O=[N+]([O-])c1cccc2cn[nH]c12	-11	11	3	-4.0	-0.5
44	CCCCN(CCCC)CCNC(=O)Cc1nc2c(c(=O)[nH]c(=O)n2C)n1C	10	-3	-1	-0.6	-0.1
45	CCn1c(SCC(=O)Nc2nc(C)cs2)nnc1C(NC(=O)c1ccccc1Cl)C(C)C (centres undefined)	-9	16	-7	-1.5	-0.3

entry	5-HT1A blocker	Ecoli tolC	AP ELISA ortho	S1P1 ag-PAM
31	6	14	4	2
32	-24	-9	18	-8
33	nt	1	nt	-6
34	-2	-27	10	-4
35	1	13	-20	8
36	10	-8	2	-16
37	-8	15	20	nt
38	-4	-15	14	-31
39	-4	3	15	-16
40	-18	-4	1	31
41	14	-2	-9	nt
42	-7	-6	-25	7
43	nt	8	-4	3
44	-13	-32	6	1
45	14	1	-16	8

# A different layout for some results above:
cpd	SMILES	RORa activator	SF-1 act	5HT1E antag	S1P3 agonist	5HT1E ag	5-HT1A blocker	Ecoli tolC	AP ELISA ortho	S1P1 ag-PAM
37	Cc1ccc(NC(=O)CC2C(=O)NC3CCCCC3N2C(=O)c2ccc(F)cc2)cc1C (centres undefined)	-11	-2	3	0.4	0.7	-8	15	20	nt
38	CCn1c(=O)c(C(C)=O)nc2ccccc21	-13	-14	21	1.3	0.2	-4	-15	14	-31

# Additional compounds:
entry	compound	RORa activator	SF-1 act	5HT1E antag	S1P3 agonist	5HT1E ag
46	Cn1cccc1C(=O)NC(=O)COC(=O)c1ccccc1Sc1ccccc1C#N	12	-2	4	-1.0	0.2
47	O=C(Nc1ccc2c(c1)OCO2)Oc1ccccc1	9	4	9	-0.2	0.2
48	O=C(NCCN1CCOCC1)N1CCOCC1	10	2	-3	0.6	-1.2
49	COc1cccc(OCCn2cc(C(=O)c3ccco3)c3ccccc32)c1	5	-18	-2	-0.8	0.4
50	COc1cc(CSc2ncn[nH]2)c(OC)cc1CSc1ncn[nH]1	-19	-11	2	-1.5	-0.3
51	CC1C(C#N)=C(N)OC2=C1C(=O)CC(C)(C)C2 (centres undefined)	5	6	0	0.3	-0.3
52	COc1ccc(OC)c(CN2CCN(C(=O)c3cccc4ccccc34)CC2)c1	0	32	3	-1.2	-0.2
53	c1ccc2[nH]c(CSc3ncnc4c3oc3ccccc34)nc2c1	30	22	38*	1.3	0.4
54	O=C(NCc1cn2ccsc2n1)Nc1cccc(Cl)c1	46	44	-2	1.1	-0.8
55	CCC(C)[C@H](NC(=O)NCc1cccc(OC)c1)C(=O)O (some centres undefined)	2	33	1	-0.7	-0.1

entry	5-HT1A blocker	Ecoli tolC	AP ELISA ortho	S1P1 ag-PAM
46	6	17	-12	20
47	14	-1	30	9
48	-3	-23	18	-17
49	12	43	-3	nt
50	2	-11	1	0
51	-12	-7	-9	-16
52	2	4	10	-7
53	21	54	6	44
54	7	11	18	-10
55	-1	-20	3	5

# Shown in transposed form: entries from further up
51: CC1C(C#N)=C(N)OC2=C1C(=O)CC(C)(C)C2 (centres undefined)
52: COc1ccc(OC)c(CN2CCN(C(=O)c3cccc4ccccc34)CC2)c1
entry no.	51	52
RORa activator	5	0
SF-1 act	6	32
5HT1E antag	0	3
S1P3 agonist	0.3	-1.2
5HT1E ag	-0.3	-0.2
5-HT1A blocker	-12	2
Ecoli tolC	-7	4
AP ELISA ortho	-9	10
S1P1 ag-PAM	-16	-7

# Assay outcomes deposited in PubChem BioAssay by several laboratories.

# No enrichment for hits, and some 7.1% of all compounds hit somewhere here.
